BRCA1 expr act: qHTS Assay to Identify Small Molecule Activators of BRCA1 Expression; Potency, µM (top dose mostly 46.1 µM), without a hit: at the highest dose activation, usual class: activators; MCF7-BRCA1-FFLuc reporter, luminescence, 48 h; response scale: scaled: vehicle 0%, 10 µM genistein 100%; hit rate 1.1% among 380,000; AID 624202, 2012; active = well fitted activation curve with a large enough effect; note: nearly all actives have a fitted effect of over 80% in size; some results filed as inactive show a strong effect at the top dose
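Reporter cells (MCF7, BRCA1 promoter-firefly luciferase) received library compounds across a concentration series for 48 h. End-point luminescence was measured and concentration-effect curves derived after normalization.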
An asterisk follows results filed as active. Potency is the fitted concentration of half-maximal effect.

| mol | BRCA1 expr act |
| --- | --- |
| O=CNc1cc(-c2ccc(C(=O)NC3CC3)cc2)cn2c(-c3ccc(F)cc3)cnc12 | -30.0% |
| Cc1nc(C(F)(F)F)ccc1C(=O)N1CCC(C)(C(=O)NS(=O)(=O)C2CC2)C1 (centres undefined) | 18.1% |
| Cc1cc(Br)ccc1NC(=O)COC(=O)c1ccccc1OCC(=O)N(C)C | 7.2% |
| O=C(Nc1ccc(F)c(Cl)c1)c1csc(COCCO)n1 | 19.3% |
| CCCC#Cc1ccc2c(c1)O[C@@H](CN(C)Cc1ccc3c(c1)OCO3)[C@H](C)CN([C@@H](C)CO)S2(=O)=O | -75.3% |
| OC[C@@H]1CN(Cc2ccco2)C[C@H](n2cnc3c(Nc4ccccc4)ncnc32)O1 | 5.3% |
| COc1ccc(NC(=O)C[C@H]2C(=O)N(c3ccc(OC)cc3)C[C@@H]2C)cc1 | 0.8% |
| CC1=C(C(=O)N(C(C)C)C(C)C)CC(CC(=O)NC2CC2)C(=O)N1Cc1ccc(F)cc1 (centres undefined) | -6.3% |
| C[C@@H]1CN([C@@H](C)CO)S(=O)(=O)c2ccc(Br)cc2O[C@H]1CN(C)C(=O)c1ccccc1F | 0.5% |
| CN1CCN(c2ccc(CNC(=O)C3Cc4c(-c5ccccc5)ccnc4O3)cc2)CC1 (centres undefined) | 0.0% |
| CC(C)N1CCC1(C)C(=O)Nc1nccc2cccnc12 (centres undefined) | 5.8% |
| CC1(C(=O)NC2CCCCCC2)CCN1C(=O)Cc1ccc(-c2ccccc2)cc1 (centres undefined) | -50.4% |
| CC(=O)Nc1ccc(NC(=O)c2ccc(-c3c(C)noc3C)c3ccoc23)cc1 | 0.0% |
| CN1CCN(c2ncnc3c2ncn3[C@H]2CN(Cc3ccco3)C[C@@H](CO)O2)CC1 | 13.1% |
| CCCCN1C(=O)C(CC(=O)NCC2CCCCC2)CC(C(=O)N(CC)CC)=C1C (centres undefined) | 23.9% |
| NC(Cc1ccc(Cl)cc1)c1csc(NC(=O)NCCc2ccccc2)n1 (centres undefined) | 5.5% |
| CS(=O)(=O)Nc1ccc2c(c1)[C@H]1C[C@H](CC(=O)NCc3cccc(F)c3)O[C@@H](CO)[C@H]1O2 | -11.1% |
| CC(=O)c1ccc2c(c1)N(Cc1ccccc1Cl)C(=O)C(C)S2 (centres undefined) | 11.2% |
| CC(C)c1ccc(NC(=O)Nc2nnc([C@H]3C[C@H](O)[C@@H](CO)O3)s2)cc1 | 14.2% |
| O=C(OCc1ccccc1)N1CCCCC1c1c(Cl)cccc1Br (centres undefined) | -1.7% |
| COc1cccc(-c2cnc3c(NC=O)cc(-c4cc(OC)c(OC)c(OC)c4)cn23)c1 | -55.7% |
| CCOC(=O)Cn1cc(Cn2c3ccccc3c(=O)n2C(C)C)nn1 | 5.9% |
| COc1ccccc1N1CCN(S(=O)(=O)CCNC(=O)c2cccs2)CC1 | 3.4% |
| COCCCCOc1cc2nc(N3CCCN(C)CC3)nc(NC3CCN(C)CC3)c2cc1OC | -53.8% |
| COc1ccccc1CCn1cnc(Cc2cccc(F)c2)c1C(C)C | 0.0% |
| COc1ccc2c(c1)C(=O)C1(CC2)OC1c1cccnc1 (centres undefined) | 9.8% |
| C[C@@H]1CN([C@H](C)CO)C(=O)c2cc(Br)cnc2O[C@@H]1CN(C)C(=O)c1cccc(F)c1 | 6.5% |
| CC1(C(=O)O)CCCN1C(=O)c1cccc(OC(F)(F)F)c1 (centres undefined) | 3.2% |
| COc1ccc(NC(=O)C2Cc3c(-c4cccc(C(C)=O)c4)ccnc3O2)cc1OC (centres undefined) | -48.4% |
| O=C(O)c1cocc1C(=O)O | 11.3% |
| CNCCCOc1cc2nc(N3CCCN(C)CC3)nc(NC3CCN(C)CC3)c2cc1OC | 0.2% |
| CCCCCC(=O)N1C[C@@H](n2cc(COC(=O)c3ccccc3)nn2)[C@H](O)C[C@@H]1c1ccc(OC)cc1 | 6.6% |
| CCCNC(=O)C1(C)CCN1C(=O)c1cc(C)n(C)n1 (centres undefined) | 17.5% |
| Cc1ccc(C)c(S(=O)(=O)N2CCCC2CNC(=O)C(=O)Nc2ccccc2)c1 (centres undefined) | -35.1% |
| COc1ccc(-c2ccc(CN3C(C(C)C)C(=O)N(Cc4cn(CCC5OCCO5)nn4)CCS3(=O)=O)cc2)cc1OC (centres undefined) | -45.8% |
| Cc1cccc(C)c1NC(=O)C(c1ccccc1OC(F)(F)F)N1CCN(c2ccc(F)cc2)CC1 (centres undefined) | 0.0% |
| COc1ccccc1C(O)c1ncc(-c2ccccc2C)[nH]1 (centres undefined) | 25.0% |
| C[C@@H]1CN([C@H](C)CO)C(=O)CCCn2cc(nn2)CO[C@H]1CN(C)S(=O)(=O)c1ccccc1C#N | 3.9% |
| N#CCOc1ccccc1CNC[C@H]1O[C@@H](n2cnc3c(=O)[nH]c(N)nc32)[C@H](O)[C@@H]1O | 1.7% |
| COCCNc1ncnc2c1ncn2[C@H]1CN(CCOC)C[C@@H](CO)O1 | 3.2% |
| CC(C)Oc1cc(F)ccc1-c1cc(C(=O)NCc2ccccc2)[nH]n1 | -8.9% |
| OC[C@@H]1CN(Cc2cccs2)C[C@H](n2cnc3c(NC4CCC4)ncnc32)O1 | 13.4% |
| CCCS(=O)(=O)NC(=O)C1(C)CCN(C(=O)c2nc(C)oc2C)C1 (centres undefined) | 1.9% |
| CNc1cc(-c2cc(OC)ccc2OC)ncn1 | -4.7% |
| CSc1ccccc1C(=O)C1CCCN(C(=O)c2cccc(Cn3cccn3)c2)C1 (centres undefined) | 1.2% |
| O=C(NC(c1ccc(-c2ccccc2)cc1)c1cnccn1)C1CCN(Cc2ccc(Oc3ccccc3)cc2)CC1 (centres undefined) | -62.8% |
| COc1cccc(-c2nc(-c3cccc(C)c3)nc3cc(Cl)ccc23)c1 | 17.5% |
| O=c1[nH]nnc2c1ncn2C1OC(CO)C(O)C1O (centres undefined) | -25.2% |
| FC(F)(F)c1ccccc1-c1ccc2nncn2c1 | 14.7% |
| CCCS(=O)(=O)NC(=O)C1(C)CCN(C(=O)c2ccc(C(F)(F)F)cc2)C1 (centres undefined) | 0.0% |
| COc1cccc(C(C)(O)c2nc(-c3ccc4ccccc4c3)cs2)c1 (centres undefined) | 12.3% |
| COC(=O)C[C@@H]1C[C@@H]2c3cc(NS(=O)(=O)c4ccc(F)cc4)ccc3O[C@@H]2[C@@H](CO)O1 | -4.1% |
| O=C(C(=O)N1CCN(c2ccccc2F)CC1)c1cn(CC(=O)N2CCCC2)c2ccccc12 | -3.2% |
| CCc1nc2ccc(C(=O)NCc3ccc(OC)cc3)cn2c1N(CCC(C)C)CCN(C)C | 0.0% |
| CC1(C(=O)NS(=O)(=O)c2cccc(F)c2)CCN1C(=O)C/C=C/c1ccccc1 (centres undefined) | 0.0% |
| CC(=O)Nc1ccc(-c2nnc(SCc3ccccc3)n2C)cc1 | 24.7% |
| Cc1ccc2nc3n(c(=O)c2c1)-c1ncccc1C(=O)NC3Cc1ccccc1 (centres undefined) | 0.0% |
| COCCN1C(=O)c2ccccc2C1c1nnnn1Cc1ccccc1 (centres undefined) | 15.2% |
| CNC[C@@H]1Oc2cc(Br)ccc2S(=O)(=O)N([C@@H](C)CO)C[C@H]1C | -19.3% |
| CCN1C(=O)[C@H]2[C@@H](c3ccc(OC)cc3)N[C@]3(CCCN(CCC(C)C)C3=O)[C@H]2C1=O | 7.0% |

New compounds follow:
| mol | BRCA1 expr act |
| --- | --- |
| Cc1nc2ccc(Cl)cc2n1C | 7.5% |
| CN1CCN(c2ncnc3c2ncn3[C@H]2CN(Cc3ccc4c(c3)OCO4)C[C@@H](CO)O2)CC1 | 0.0% |
| Cc1cc(C)n2c(Nc3c(C)cccc3C)c(CCc3ccccc3)nc2n1 | -3.0% |
| CCN1C(=O)[C@H]2[C@@H](c3ccc(C)cc3)N[C@]3(CCCN(Cc4cccn4C)C3=O)[C@H]2C1=O | 14.4% |
| Cc1ccccc1S(=O)(=O)N1C[C@H]2[C@H]3C(=O)N(C4CCCCC4)C(=O)[C@H]3CC(=O)[C@H]2[C@@H]1c1ccc(Cl)cc1 | -23.0% |
| COc1cc2nc(N3CCN(C)CC3)nc(NC3CC3)c2cc1OC | -1.5% |
| O=S(=O)(NCc1ccncc1)c1ccc(F)c(F)c1 | -12.4% |
| CC1(C(=O)NCCc2c[nH]c3ccccc23)CCN1Cc1ccccc1OC(F)F (centres undefined) | -39.1% |
| C[C@H](CO)N1C[C@H](C)[C@@H](CN(C)C(=O)NC2CCCC2)Oc2cc(Br)ccc2S1(=O)=O | -15.6% |
| O=C1NC(=O)C(=CC=Cc2ccccc2)S1 | 10µM* |
| O=NN(Cc1cccnc1)Cc1cccnc1 | 2.4% |
| O=C1CC(=O)N(C2CCCCC2)C(=O)N1c1ccccc1S(=O)(=O)Oc1ccccc1 | 9.6% |
| C=CCN(CC=C)Cc1cc(=O)oc2ccccc12 | -5.4% |
| N#Cc1cccc(OC(=O)C2CCN(C(=O)c3ccc(F)cc3)CC2)c1 | 1.1% |
| CCN(CC)CCN1CNC(=S)NC1 | 1.8% |
| CCCCNC(=O)C1(C)CCCCN1C(=O)c1cccs1 (centres undefined) | 4.8% |
| O=C(CSCC(=O)c1ccc([N+](=O)[O-])cc1)c1ccc([N+](=O)[O-])cc1 | -5.8% |
| CCNC(=O)C1(C)CCCN(C(=O)c2cc(-c3cccs3)oc2C)C1 (centres undefined) | 17.5% |
| CC(=O)c1cccc(NC(=O)C(C)Sc2nnc3ccccn23)c1 (centres undefined) | 2.3% |
| O=c1c2cc(F)ccc2sn1-c1ccccc1Cl | 1.7% |
| CC1(C(=O)NCc2ccccc2)Cc2c(-c3cccc(C(N)=O)c3)ccnc2O1 (centres undefined) | -48.4% |
| COCOc1cccc(CN2CCC(C)(Oc3cccc(C#N)c3)C2)c1 (centres undefined) | 9.4% |
| CCOC(=O)[C@]12CCCC=C1N(Cc1ccc(Cl)cc1Cl)C(=O)[C@H](CC(=O)N1CCC(c3ccccc3)CC1)C2 | 0.0% |
| O=C(NCCCn1ccnc1)c1[nH]c(C(F)(F)F)nc1-c1ccccc1 | 6.8% |
| C[C@H](CO)N1C[C@H](C)[C@H](CN(C)S(=O)(=O)c2ccccc2C#N)OCc2cnnn2CCCC1=O | -36.8% |
| CCOc1ccc(NC(=O)c2nc(S(=O)(=O)Cc3ccccc3C)ncc2Cl)cc1 | 0.0% |
| Cc1ccc2nc(-c3cccc(Br)c3)c(Cc3ccccc3C(F)(F)F)n2c1 | 0.0% |
| COCCCN1C(=O)C(CC(=O)NCCCN(C)C)CC(C(=O)N(C(C)C)C(C)C)=C1C (centres undefined) | 10.3% |
| O=C(NC(c1ccc(Cl)cc1)c1cnccn1)C1CCN(Cc2ccccc2)CC1 (centres undefined) | 3.8% |
| O=C(Nc1ccccc1OC(F)F)c1ccc(N2CCCC2=O)cc1 | 13.0% |
| O=C1NC[C@@H](CCCCN2C[C@H](Cc3ccc(O)cc3)N(CCc3ccc(O)cc3)C(=O)C2=O)N(CC2CCCCC2)C1=O | 21.4% |
| CNc1cncc(-c2cccc(C(=O)NC3CC3)c2)n1 | 27.9% |
| CCc1nc2ccc(C(=O)N3CCN(C(C)=O)CC3)cn2c1N(CC)C(C)=O | 32.0% |
| COc1ccc(CN2C(=O)COc3ccccc3C2c2nc3ccccc3[nH]2)cc1 (centres undefined) | 3.6% |
| Cc1nc2cc(NC(=O)C3(C)CCCN(C(C)C)C3)ccc2o1 (centres undefined) | 39.7% |
| Nc1ccn([C@@H]2O[C@H](CNCc3cccc4c3sc3ccccc34)[C@@H](O)[C@H]2O)c(=O)n1 | -3.1% |
| Nc1cc(=O)n(Cc2ccco2)c(=S)[nH]1 | -0.6% |
| COc1ccc(OCC(=O)N2CCCC(Nc3ccc(C)c(C)c3)C2)cc1 (centres undefined) | 6.7% |
| CN(C)c1ccc(-c2ccnc3c2CC(C)(C(=O)NCc2ccco2)O3)cc1 (centres undefined) | -40.1% |
| S=C(NCCCc1cnc[nH]1)NCCCN(Cc1ccc(Cl)cc1)c1ccc(Br)cn1 | -73.6% |

Pulled one by one from the list above (3):
| mol | BRCA1 expr act |
| --- | --- |
| O=C1NC[C@@H](CCCCN2C[C@H](Cc3ccc(O)cc3)N(CCc3ccc(O)cc3)C(=O)C2=O)N(CC2CCCCC2)C1=O | 21.4% |
| O=C(NC(c1ccc(Cl)cc1)c1cnccn1)C1CCN(Cc2ccccc2)CC1 (centres undefined) | 3.8% |
| COc1ccc(CN2C(=O)COc3ccccc3C2c2nc3ccccc3[nH]2)cc1 (centres undefined) | 3.6% |

Next section:
| mol | BRCA1 expr act |
| --- | --- |
| N#Cc1ccc(C(=O)N2CCCCC2c2cc(C(=O)Nc3cccc(C#N)c3)no2)cc1 (centres undefined) | -6.2% |
| CN(C)c1cccc(NC(=O)C2Cc3c(-c4ccc(Cl)cc4)ccnc3O2)c1 (centres undefined) | -47.0% |
| FC(F)(F)c1cccc(-c2cc3nc(NCCOc4ccccc4)ccn3n2)c1 | 5.1% |
| COc1cc(C(=O)N2CCCCC2c2cc(C(=O)NC(C)C)no2)cc(OC)c1C (centres undefined) | -8.5% |
| O=[N+]([O-])c1cnccc1-n1nnc2ccccc21 | -48.2% |
| CCCCCC(=O)N1C[C@@H](O)[C@H](n2cc(-c3ccc(F)cc3)nn2)C[C@@H]1c1ccc(OC)cc1 | -7.5% |
| COc1ccc(S(=O)(=O)N2CCC(C(=O)NCCC(=O)NCc3ccccn3)CC2)cc1 | -12.1% |

3 structures already listed, sorted by length of the SMILES, high to low:
| mol | BRCA1 expr act |
| --- | --- |
| CCCCCC(=O)N1C[C@@H](O)[C@H](n2cc(-c3ccc(F)cc3)nn2)C[C@@H]1c1ccc(OC)cc1 | -7.5% |
| N#Cc1ccc(C(=O)N2CCCCC2c2cc(C(=O)Nc3cccc(C#N)c3)no2)cc1 (centres undefined) | -6.2% |
| CN(C)c1cccc(NC(=O)C2Cc3c(-c4ccc(Cl)cc4)ccnc3O2)c1 (centres undefined) | -47.0% |

Only part of the results is shown. The share of hits here may be higher or lower than overall.
